Rac1 GTP hydrolysis: MgcRacGAP GTPase-activating activity inhibitors, confirmation, biochemical, ADP Hunter fluorescence. Rac GTPase-activating protein 1 (Homo sapiens). MgcRacGAP-stimulated Rac1 GTP hydrolysis, ADP Hunter fluorescence; higher % means a stronger effect; GST-tagged Rac1 F28L mutant substrate. inhibition, % at 30 µM; hits with a dose series show IC50 in µM. 340,000 tested, 0.6% active;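 active means first-screen hits whose inhibition reached a set limit at any dose in the follow-up dose series; inconclusive means inhibition above the set first-screen limit but never retested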;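 further: fluorescence reports GDP produced by GAP-driven GTP hydrolysis; strong numbers were not always called active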
West Nile virus CPE: West Nile virus antiviral activity, cell-based, CPE readout (AID 1621); West Nile virus-infected cells, CPE inhibition; higher % means a stronger effect; one-dose CPE inhibition, % at 10 µM; IC50 in µM for titrated hits; 290,000 tested, 0.02% active; in the data active means a potency from the dose series; inconclusive means CPE inhibition mostly from about 3.7% at the one dose, without a potency; inactive means the rest, 99 in 100 with CPE inhibition below about 2.2%; further: strong numbers were not always called active
NTR1 ag: agonists of NTR1, primary screen, imaging, U2OS cells, beta-arrestin-GFP, high content (AID 493036); activation, % at 20 µM; 330,000 tested, 0.17% active; NTR1-U2OS beta-arrestin-GFP spot imaging, agonist mode; Neurotensin receptor type 1 (Homo sapiens), P30989;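 active means activation at or above 40% of the spot to cytoplasm intensity ratio, with at least 20 cells analyzed; inconclusive means wells under 20 cells, flagged as cytotoxic or low count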;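 further: 0% = DMSO without peptide and 100% = 100 nM NTR1 peptide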
Target sequence (P30989 whole entry, looked up): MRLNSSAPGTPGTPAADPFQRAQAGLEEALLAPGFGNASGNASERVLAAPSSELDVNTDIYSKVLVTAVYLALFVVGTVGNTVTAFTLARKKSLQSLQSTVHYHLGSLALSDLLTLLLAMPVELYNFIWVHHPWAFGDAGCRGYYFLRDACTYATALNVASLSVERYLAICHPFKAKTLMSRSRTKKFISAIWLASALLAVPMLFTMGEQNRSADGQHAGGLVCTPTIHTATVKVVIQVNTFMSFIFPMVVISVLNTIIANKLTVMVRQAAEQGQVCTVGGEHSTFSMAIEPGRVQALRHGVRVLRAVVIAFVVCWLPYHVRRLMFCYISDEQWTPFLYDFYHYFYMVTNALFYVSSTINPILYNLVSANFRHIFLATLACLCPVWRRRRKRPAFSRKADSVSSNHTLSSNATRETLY
RSV antiviral HEp-2: RSV antiviral activity via CPE protection, HEp-2 cells, primary 10 µM value included (AID 2391); 310,000 tested, 0.13% active; one-dose CPE inhibition, % at 10 µM; IC50 in µM for titrated hits; HEp-2 cells, RSV-induced CPE inhibition; higher % means a stronger effect; in the data active means a potency from the dose series; inconclusive means CPE inhibition mostly from about 23% at the one dose, without a potency; inactive means the rest, 99 in 100 with CPE inhibition below about 21%; further: strong numbers were not always called active
SV40 large T antigen: SV40 large T antigen inhibitors, biochemical (AID 1903). SV40 large T antigen ATPase/helicase inhibition assay; higher % means a stronger effect. inhibition, % at 20 µM; hits with a dose series show IC50 in µM. 310,000 tested, 0.39% active; in the data active means a potency from the dose series; inconclusive means inhibition mostly from about 32% at the one dose, without a potency; inactive means the rest, 99 in 100 with inhibition below about 32%; further: strong numbers were not always called active
PhoP inhibition: inhibitors of PhoP regulon expression, primary screen, Salmonella Typhimurium, GFP reporter (AID 1863); S. Typhimurium PhoP-regulated promoter GFP reporter, 4 h; higher % means a stronger effect; 300,000 tested, 0.16% active; inhibition, % at 50 µM, or IC50 in µM where a hit was titrated;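 active means inhibition over 29.93%, a cutoff 3 SD above the screen mean, later confirmed by dose response; inconclusive means inhibition over 29.93% but no dose response follow-up; inactive means inhibition at most 29.93% or unconfirmed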;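 further: 0% = low Mg2+ inducing control and 100% = high Mg2+ repressing control; strong numbers were not always called active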
K1F lysis inhibition: inhibition of K1F phage lysis, E. coli UTI89, bacterial capsule biogenesis inhibitors, alamar blue (AID 488966). E. coli UTI89 K1F phage lysis, alamar blue, 2 h; higher % means a stronger effect. inhibition, % at 100 µM; hits with a dose series show IC50 in µM. 340,000 tested, 0.02% active;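 active means phage lysis inhibition, versus mean bacterial control, above a set limit; inconclusive means no clear call, values can overlap the other calls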;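 further: capsule biogenesis inhibitors block K1F phage lysis so surviving cells raise fluorescence; higher fluorescence means more inhibition of phage lysis; actives were called in the ten point dose series up to 300 µM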
T cell HTS: modulators of CD8 T cell-vesicle binding, primary screen, mouse 2C CD8+ T cells, flow cytometry. 2C CD8+ T cell-vesicle binding; stronger effect = lower value. calls only at 7 µM. 330,000 tested, 0.068% active. AID 2052, 2009;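 active means response, share of CD8 T cells binding vesicles, and their 90th percentile fluorescence all below set limits, cut at about 80% in these data, passing the limit was not always enough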
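System: murine 2C transgenic CD8+ T lymphocytes; also added: QL9-loaded Drosophila micro-vesicles; times: binding 1.5 h at 37 °C; measured by: flow cytometry, PE anti-B7-1 (FL2) versus Alexa647 anti-CD8 (FL8), PFA-fixed; control set: Peptide-free naked vesicles (low) and QL9 vesicles with 0.7% DMSO vehicle (high)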
Dengue-2 NS5 capping: Dengue-2 NS5 methyltransferase inhibitors, primary screen, biochemical, confirmation dose response (AID 588689) | Dengue-2 NS5 methyltransferase capping enzyme assay, biochemical; higher % means a stronger effect | inhibition, % at 25 µM; hits with a dose series show IC50 in µM | 340,000 tested, 0.3% active | Genome polyprotein (Dengue virus type 2 (strain 16681-PDK53)); in the data active means a potency from the dose series; inconclusive means inhibition above about 29% without an active follow-up result
T cell HTS vesicle-bound %: also measured in T cell HTS; calls as there; double positive events, %; measured here: CD8+ vesicle-bound cell fraction;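 binding gate set so that unloaded-vesicle control wells show 10% double positive cells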
NTR1 ag cell count 20 µM: further read-out of NTR1 ag, marked with its call; cell count; measured here: cell count, cytotoxicity flag
Dengue-2 NS5 capping pilot replicate: recorded beside Dengue-2 NS5 capping, whose call it bears; inhibition, %; measured here: pilot screen replicate inhibition
* = called active by the depositor; i = inactive; ? = inconclusive; . = not tested or not shown; [ ] = another dose, or the depositor's remark. An unsorted share of the library. About 1.5% of those tested had a hit in this group.

SMILES	Rac1 GTP hydrolysis	West Nile virus CPE	NTR1 ag	NTR1 ag cell count 20 µM	RSV antiviral HEp-2	SV40 large T antigen	PhoP inhibition	K1F lysis inhibition	T cell HTS	T cell HTS vesicle-bound %	Dengue-2 NS5 capping	others
Cc1cccc2cc(C#N)c(SCCN3CCCCC3)nc12	.	0.1%	2.3	73	-0.2%	.	.	.	i	61	.
Cc1cccc(Cc2nnc(CCC(=O)N(C)CCc3ccccc3)o2)c1	16%	-0.9%	-1.3	56	-0.7%	1%	-3%	-0.8%	i	59	11%
Cc1c(C(c2ccccc2Br)c2c(C)n(C)n(-c3ccccc3)c2=O)c(=O)n(-c2ccccc2)n1C	8%	-1.0%	2.4	75	1.1%	5%	3%	0.4%	i	13	1%
OCC[C@@H]1C[C@H](O)[C@@H](O)[C@]2(CCCCO2)O1	-4%	0.2%	2.5	58	1.0%	11%	.	0.3%	i	44	-3%
CN(C)CCNC(=O)/C=C/c1cn(-c2ccccc2)nc1-c1cc2ccccc2oc1=O	6%	-2.0%	-0.4	25	-2.5%	16%	-4%	-0.2%	i	34	2%
Fc1ccc(C2C3=C(Nc4ncnn42)c2ccccc2OC3c2ccncc2)cc1 (centres undefined)	7%	-0.2%	3.7	67	1.0%	4%	6%	0.5%	i	10	-8%
COc1cccc(C(=O)CC(=O)C(=O)Nc2cccc([N+](=O)[O-])c2C)c1	14%	-0.3%	2.2	83	-0.1%	6%	9%	0.2%	i	31	-5%
CN(CC(=O)Nc1ccc(OC(F)(F)F)cc1)C(=O)/C=C/c1cc2c(cc1[N+](=O)[O-])OCO2	7%	.	1.7	66	2.3%	.	.	1.5%[50 µM]	i	11	-5%
CCOc1ccc(NC(=O)CNC(=O)c2nn(-c3ccc(OC)c(OC)c3)c(=O)c3ccccc23)cc1	2%	1.1%	-2.1	32	9.1%	6%	0%	0.7%	i	62	-2%
Cc1ccc2nc(N/N=C/c3ccccc3F)nc(-c3ccccc3)c2c1	5%	0.8%	3.4	65	6.1%	8%	2%	3.0%[50 µM]	i	34	-2%
CN(CC(=O)NCc1cccnc1)S(=O)(=O)c1ccccc1	-1%	0.3%	0.5	75	1.7%	4%	-10%	0.1%	i	49	-17%
CCOC(=O)/C(=N/Nc1ccccc1OC)N1CCCc2ccccc21	19%	-0.7%	1.3	50	6.8%	10%	0%	-0.2%	i	18	0%
CC1(C)C(=O)Nc2ccccc2N1C(=O)CSc1nc(-c2ccccc2)cs1	10%	-0.8%	5.0	83	1.6%	4%	-10%	3.2%[50 µM]	i	5	-1%
Cc1cc(C(=O)OCC(=O)Nc2ccc(F)cc2F)c(C)o1	13%	0.4%	-1.1	67	0.8%	2%	-5%	3.1%	i	11	-2%
O=C(COC(=O)c1ccc(NS(=O)(=O)c2cccs2)cc1)NCc1ccco1	21%	0.0%	0.3	51	0.1%	22%	9%	0.2%	i	48	8%
CC(C)CNS(=O)(=O)c1ccc(CC(C)C)cc1	4%	-1.4%	-0.1	107	-1.2%	3%	-3%	0.1%	i	27	2%
CCCN(CCC)CCCNC(=O)c1cc2c(=O)n(CC)c3ccccc3c2s1	18%	24%	-0.3	91	-0.4%	10%	0%	0.1%	i	59	-5%
CCN(CCn1cccn1)C(=O)CCc1nnc(Cc2c[nH]c3ccccc23)o1	8%	-0.2%	0.3	79	-1.1%	.	.	0.5%	i	37	.
CCc1noc(C)c1C(=O)NNC(=O)c1cc(OC)cc(OC)c1	1%	.	0.2	70	1.2%	.	.	0.3%[50 µM]	i	19	-9%
CCc1cccc(OCC2Cn3c(nc4c3c(=O)[nH]c(=O)n4C)O2)c1 (centres undefined)	7%	0.1%	-1.0	46	1.8%	7%	-11%	0.3%	i	60	-2%
Cc1ccccc1C(=O)N/N=C/c1cccc2ccccc12	12%	-0.8%	1.0	53	11%	7%	6%	0.1%	i	32	-5%
COc1ccc(CC(=O)NC2CCN(CC(=O)Nc3ccc4c(c3)OCCO4)CC2)cc1OC	7%	-0.3%	0.5	74	0.0%	-3%	2%	0.2%	i	25	-7%	Dengue-2 NS5 capping pilot replicate=-0.6
COc1ccc(CCNC(=O)COc2ccccc2[N+](=O)[O-])cc1OC	-5%	0.0%	-0.4	38	.	9%	-6%	-0.4%	i	44	-5%
CCOC(=O)c1cnc2c(C)cccc2c1NCCc1ccc(OC)c(OC)c1	5%	0.6%	19	89	15%	-1%	-2%	5.3%	i	36	-4%
CC1(C(=O)NC2CCCCCCC2)CCC(=O)N1CCN1CCOCC1 (centres undefined)	-1%	-0.2%	0.7	45	0.3%	1%	-16%	3.1%	i	37	-7%
CC(=O)NC(Cc1ccccc1)C(=O)NC1CCN(C(=O)NC2CCCCC2)CC1 (centres undefined)	0%	0.1%	0.4	77	1.4%	26%	14%	-0.8%	i	10	-4%
CC(C)c1c(O)nc(SCC(=O)N2CCOCC2)[nH]c1=O	12%	-0.1%	1.7	52	-0.3%	2%	13%	3.1%	i	20	3%
Oc1ccccc1/C=N/n1cnn(Cc2ccccc2Cl)c1=S	1%	-0.7%	5.8	76	1.0%	7%	1%	1.1%	i	42	6%
CSc1ccccc1NC(=O)c1cc(CC(C)C)on1	3%	1.3%	0.0	71	0.2%	6%	-6%	-2.2%	i	15	-3%
Cc1ccc(NC2=C/C(=N/S(=O)(=O)c3cccs3)c3ccccc3C2=O)cc1	13%	14%	14	58	14%	-3%	20%	0.8%	i	53	1%
Cn1c(SCC(=O)Nc2cccc(F)c2)nc2c([nH]c3ccccc32)c1=O	0%	-0.1%	2.4	97	0.5%	4%	-5%	0.4%	i	50	.
O=C(NCCc1nc2ccccc2[nH]1)/C(=C/c1ccco1)NC(=O)c1ccccc1Br	0%	-0.1%	-1.1	39	1.1%	19%	-9%	0.0%	i	48	1%
CCCCc1nnc(NC(=O)CSCc2cc(=O)n3ccsc3n2)s1	1%	0.2%	0.0	62	.	6%	1%	0.2%	i	29	-10%
O=C(Nc1c(O)c2ccccc2[nH]c1=O)c1ccco1	6%	0.2%	-0.9	51	-0.1%	12%	-2%	0.4%	i	36	22%
O=C(Cc1cccs1)N(c1ccc(F)cc1)C1(C(=O)NC2CCCCC2)CCCC1	14%	-1.5%	1.4	93	-0.5%	22%	1%	0.1%	i	31	-7%
COc1ccc2c(C)cc(SCC(=O)c3ccc4c(c3)OCO4)nc2c1	1%	-0.4%	8.2	75	-1.7%	1%	-4%	0.3%	i	10	0%
Nc1ccc2nc(SCC(=O)Nc3ccc(N4CCOCC4)c(Cl)c3)sc2c1	-7%	-0.2%	9.4	45	0.6%	25%	36%	7.4%[50 µM]	i	14	-4%
O=C(c1cccs1)N1CCN(Cc2ccncc2)CC1	89µM*	0.2%	-0.8	40	2.5%	1%	3%	0.6%	i	6	-1%
Cn1c(=O)c2c(nc3n2CC(COc2ccccc2)O3)n(C)c1=O (centres undefined)	2%	-0.8%	0.8	56	0.7%	-2%	-5%	1.3%	i	26	2%
CC(C)CSc1nnc2c(n1)[nH]c1ccccc12	3%	-0.1%	2.0	51	2.4%	-7%	-7%	0.3%	i	32	-3%
O=C(COc1ccccc1O)Nc1ccccc1Cl	12%	0.6%	0.5	59	11%	1%	10%	1.8%	i	24	-9%
Cc1cc(N=CC2=C(O)CC(C)(C)CC2=O)no1	9%	1.3%	-0.4	38	0.5%	2%	7%	-0.4%	i	59	9%
C[n+]1ccc(/C=N/Nc2nc(Cl)c(C#N)c(Cl)c2Cl)cc1	4%	-1.2%	-1.2	28	1.8%	9%	5%	-0.8%	i	40	-20%
Cc1ccccc1NC(=O)NC1(C(=O)N2CCN(C)CC2)CCCCC1	6%	-0.9%	-0.2	61	0.9%	8%	-1%	0.3%	i	10	-4%
O=C(COC(=O)Cc1ccsc1)Nc1ccc(Cl)cn1	-2%	.	1.3	45	.	.	.	-0.1%[50 µM]	i	47	-1%

The last two compounds of the section before lead into the next.
SMILES	Rac1 GTP hydrolysis	West Nile virus CPE	NTR1 ag	NTR1 ag cell count 20 µM	RSV antiviral HEp-2	SV40 large T antigen	PhoP inhibition	K1F lysis inhibition	T cell HTS	T cell HTS vesicle-bound %	Dengue-2 NS5 capping	others
Cc1ccccc1NC(=O)NC1(C(=O)N2CCN(C)CC2)CCCCC1	6%	-0.9%	-0.2	61	0.9%	8%	-1%	0.3%	i	10	-4%
O=C(COC(=O)Cc1ccsc1)Nc1ccc(Cl)cn1	-2%	.	1.3	45	.	.	.	-0.1%[50 µM]	i	47	-1%
Cc1ncc([N+](=O)[O-])n1CC(=O)Nc1ccc(OC(F)(F)Cl)cc1	3%	-1.6%	-1.4	51	3.5%	5%	2%	-0.7%[50 µM]	i	32	-3%
COc1ccccc1CNC(=O)C(C)Sc1ccc(C)cc1 (centres undefined)	3%	-1.0%	-0.1	33	-0.2%	?	-3%	1.9%	i	9	3%
CC(=O)c1cccc(NC(=O)CSc2nc3ccccc3c(=O)n2CCCN2CCOCC2)c1	2%	.	0.8	72	.	.	.	0.6%[50 µM]	i	41	2%
O=C1OC(c2ccccc2)=C/C1=C/N1CCCCC1	31%	0.9%	3.0	42	2.6%	31%	15%	0.1%	i	6	-1%
Nc1nonc1C(=O)N/N=C/c1cc2c(cc1Br)OCO2	14%	-0.1%	1.5	75	1.9%	6%	3%	1.7%[50 µM]	i	66	4%
COc1cccc(C(=O)NCC(c2ccco2)N2CCOCC2)c1 (centres undefined)	2%	.	-0.9	47	-1.0%	9%	6%	4.3%[50 µM]	i	36	-4%
Cc1cc(NC(=O)c2cc(-c3ccccc3C)nc3ccccc23)no1	9%	-0.9%	5.9	54	1.4%	9%	-9%	1.0%[50 µM]	i	21	-3%
CCCCc1cc(=O)oc2cc(C)cc(OC(C)C(=O)NCc3ccncc3)c12 (centres undefined)	6%	0.4%	1.2	52	2.5%	6%	-2%	0.0%	i	10	2%
